# GlmU inhibition – inhibition of mycobacterial GlmU enzyme – biochemical, glucosamine-1-phosphate acetyltransferase (AID 1376). M. tuberculosis GlmU acetyltransferase enzyme assay; higher % means a stronger effect. inhibition, %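 (tested at 30 µM in the primary screen)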, or IC50 in µM where a hit was titrated. hit rate 0.25% among 220,000; in the data active = inhibition above about 13%; inconclusive = no clear call, values can overlap the other calls;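 also: 0% = complete reaction with vehicle and 100% = reaction without substrate; strong numbers were not always called active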
# Mtb RmlCD inh – inhibitors of Mycobacterium tuberculosis RmlC and RmlD coupled enzymes. P9WH09+P9WH11. RmlC+RmlD coupled enzyme assay, percent inhibition; primary screen in compound mixtures. inhibition, % at 3.6 µM. hit rate 0.03% among 160,000; in the data active = inhibition mostly above about 34%, no sharp cut-off; inconclusive = no clear call, values can overlap the other calls; inactive = mostly below about 22%; also: some results filed as inactive read as strong as hits
# Target sequence (P9WH09 whole entry, looked up): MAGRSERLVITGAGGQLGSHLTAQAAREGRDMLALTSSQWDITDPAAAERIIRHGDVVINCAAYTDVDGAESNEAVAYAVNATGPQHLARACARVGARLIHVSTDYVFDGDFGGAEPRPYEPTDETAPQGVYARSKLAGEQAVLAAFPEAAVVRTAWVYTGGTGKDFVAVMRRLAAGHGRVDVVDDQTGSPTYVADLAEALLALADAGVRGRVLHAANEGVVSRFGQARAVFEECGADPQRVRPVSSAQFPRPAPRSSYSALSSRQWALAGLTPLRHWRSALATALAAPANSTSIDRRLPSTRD
# Target sequence (P9WH11 whole entry, looked up): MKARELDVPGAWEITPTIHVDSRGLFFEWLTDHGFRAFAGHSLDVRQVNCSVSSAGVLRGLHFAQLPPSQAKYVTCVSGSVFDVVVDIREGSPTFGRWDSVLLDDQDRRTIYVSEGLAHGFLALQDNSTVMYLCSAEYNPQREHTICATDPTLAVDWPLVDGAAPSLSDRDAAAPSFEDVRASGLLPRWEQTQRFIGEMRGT
# Numbers without * were called inactive; ? = inconclusive; nt = no result given. The list is partial; the hit share may differ from the screen's.
# Values run as follows: GlmU inhibition | Mtb RmlCD inh
> COc1ccc(C(=O)C2CCN(C(=O)c3ccco3)CC2)cc1
  -1.3% | 14
> CC(=O)c1ccc(NC(=O)C2(c3ccccc3)CCOCC2)cc1
  -0.8% | nt
> N#CC1=C2SCN(Cc3ccccc3)CN2C(=O)CC1c1cccs1 (stereo not given)
  1.2% | -7
> CS(=O)(=O)N1CCC(C(=O)NCC2CCCO2)CC1 (stereo not given)
  7.1% | 23
> CCCCCc1nnc(NC(=O)Cc2ccc([N+](=O)[O-])cc2)s1
  -2.7% | nt
> Cc1cc(NC(=O)CSc2nnc(C3CC3)n2C)no1
  2.9% | 6
> CC(=O)Nc1cccc(NC(=O)C2CCCN2C(=O)Nc2cccc(C)c2)c1 (stereo not given)
  -1.8% | -2
> COC(=O)c1ccc(NC(=O)CSc2nc3cccnc3n2C)cc1
  3.6% | nt
> c1ccc(Nc2ncnc3[nH]ncc23)cc1
  -7.3% | -12
> COc1cc2c(cc1OC)C(C)N(C(=S)Nc1ccccc1)CC2 (stereo not given)
  -3.8% | -7
> Cn1c(=O)n(C)c2cc(NS(=O)(=O)c3cccs3)ccc21
  7.0% | 2
> CC(C)c1nc(C#N)c(NN)o1
  -4.2% | nt
> O=C(CCc1ccc(S(=O)(=O)N2CCCCC2)cc1)c1nnc(-c2ccccc2)o1
  3.5% | -1
> O=C1CCC[C@H]2c3[nH]c4ccccc4c3CCN12
  7.7% | nt
> COc1ccc(NC(=S)NC23CN4CN(CN(C4)C2)C3)cc1
  1.7% | -10
> Cc1ccc(C)c(N2CCN(C(=O)CCS(=O)(=O)c3cccc4nonc34)CC2)c1
  -4.7% | -8
> CCc1ccc(C(=O)NNc2ccccc2F)cc1
  -3.2% | 15
> CC(=O)NC(=O)NC1OC(=O)C(Cl)=C1Cl (stereo not given)
  2.5% | nt
> CC(=O)Oc1ccc(/C=N/NC(=O)C2CCCN2S(=O)(=O)c2ccc(Cl)cc2)cc1 (stereo not given)
  -4.3% | nt
> Cc1nc([N+](=O)[O-])c(N2CCN(Cc3ccccc3)CC2)n1Cc1ccccc1
  0.4% | 2
> C=CCNC(=S)NNC(=O)c1cccn(Cc2ccc(Cl)cc2Cl)c1=O
  -1.6% | 14
> CCCCc1c(O)nc(SCC(=O)Nc2ccc3c(c2)CCC3)[nH]c1=O
  3.0% | nt
> COc1ccc(OC)c(S(=O)(=O)N(C(C)=O)c2ccc3oc(=O)sc3c2)c1
  2.3% | 4
> O=C(O)/C=C/c1coc2ccc(F)cc2c1=O
  4.2% | 8
> O=C(NCCC1=CCCCC1)c1cccc2c1C(=O)N(C1CCCCC1)C2
  4.3% | -13
> Cc1cc(C)nc(NC(=O)c2csnn2)c1
  -0.2% | -1
> CCC(C)(C)n1nnnc1C(c1ccc(O)c(OC)c1)N1CCc2ccccc2C1 (stereo not given)
  2.5% | nt
> COc1cc(OC)c(OC)cc1CNCCc1ccc(OC)c(OC)c1
  -5.0% | 7
> COc1cc(/C=C2\N=C(c3c(-c4ccccc4)noc3C)OC2=O)ccc1OC(C)=O
  1.4% | 7
> CCCCC1=CC2=C(c3ccco3)C(=O)C(C)(OC(=O)c3ccc(OC)cc3)C(=O)C2=CN1CCN1CCOCC1 (stereo not given)
  -2.0% | nt
> O=c1cc(O)c2ccccc2[nH]1
  -2.3% | 22
> CCn1c(-c2ccccc2Cl)nn(CC(=O)Nc2ccccc2OC)c1=S
  -1.1% | -9
> CCN(CC)CCn1c(=S)[nH]c2ccc(Br)cc2c1=O
  -7.0% | 8
> O=c1cc(CSc2n[nH]c(=O)n2C2CC2)c2ccc(O)cc2o1
  2.6% | -2
> COC(=O)CCC(=O)NNC(=O)c1ccc(Br)cc1
  0.3% | -4
> CCCCNC(=S)N(C)/N=C/c1sc(N2CCCCC2)nc1-c1cccs1
  -6.6% | 4
> COC(=O)COc1cccc(NC(=O)c2cccs2)c1
  6.1% | ?
> Cc1cc(Oc2ccc(=O)n(C)n2)nc(=S)[nH]1
  0.7% | 0
> COc1ccc(N2CS(=O)(=O)/C(=C/N(C)C)C2=O)cc1
  -0.7% | 7
> O=C(NC1CC1)c1cc(OCC(F)(F)F)ccc1OCC(F)(F)F
  1.4% | 4
> CC(=O)Nc1ccc(OCC(=O)NCc2ccc(C)cc2)cc1
  3.6% | -39
> O=C(Nc1sc2c(c1C(=O)O)CCCCC2)c1cccs1
  12% | 12
> COc1cc(CNCCO)cc(Cl)c1OCc1ccc(Cl)cc1Cl
  -15% | nt
> C=C(C)c1ccc(C(C)(C)NC(=O)N(Cc2ccccc2)Cc2ccco2)cc1
  3.6% | -6
> Clc1ccc(C2C3=C(Nc4ncnn42)c2ccccc2CC3)cc1 (stereo not given)
  -1.0% | nt
> CC(=O)Nc1ccc(NC(C)=C(C#N)C#N)cc1
  -2.6% | nt
> C=CCn1c(-c2cc(OC)c(OC)c(OC)c2)n[nH]c1=S
  4.3% | 6
> Cc1noc2ncnc(Oc3ccccc3)c12
  6.5% | -17
> Cn1c(=O)c2c(ncn2CC(=O)OCC(=O)Nc2ccc(Cl)cc2Cl)n(C)c1=O
  -1.5% | nt
> Cc1ccc(NNC(=O)C(O)(c2cccc(C(F)(F)F)c2)c2cccc(C(F)(F)F)c2)cc1
  1.6% | nt
> N#CCCN1CCN(S(=O)(=O)c2ccc(S(=O)(=O)NC3CCCCC3)cc2)CC1
  -5.5% | -7
> COc1ccc(N2C(=O)CC(Nc3cccc(C(C)=O)c3)C2=O)cc1OC (stereo not given)
  -1.4% | nt
> CC(=O)Nc1sc2c(c1C(c1ccccn1)N1CCN(C)CC1)CCCC2 (stereo not given)
  1.7% | -49
> O=c1c2cccnc2[nH]c(=S)n1CCC1=CCCCC1
  7.1% | nt
> O=C(c1ccc(Cl)c(S(=O)(=O)N2CCCCCC2)c1)N1CCCC1
  6.6% | 21
> CC1=C(C(N)=O)C(c2ccccn2)n2nc(-c3ccccc3Cl)nc2N1 (stereo not given)
  -1.6% | -3
> O=C(Cn1nc(CNc2ccc(Cl)cc2)[n+]2c1CCCCC2)c1ccc(Cl)cc1
  -8.5% | nt
> CC(C)(C)c1ccc(S(=O)(=O)Nc2ccc3c(c2)COC3=O)cc1
  6.6% | -11
> C=CCN1C=C2C(=O)C(C)(OC(=O)c3cnc4ccccc4n3)C(=O)C=C2C=C1/C=C/COC (stereo not given)
  -1.0% | nt
> CCOC(=O)CNC(=O)CSc1nc2cccnc2n1CC
  -3.1% | -2

# The listing continues:
# Values run as follows: GlmU inhibition | Mtb RmlCD inh
> Fc1cccc(NC(=S)NCCN2CCOCC2)c1
  -2.1% | 7
> CCn1c(=O)c(=O)[nH]c2cc(C(=O)NC3CC3)ccc21
  2.0% | nt
> CC(=O)NC1C(=O)N=C(SCC(=O)Nc2c(C)cccc2C)NC1=O (stereo not given)
  5.3% | -11
> C=CCOC(=O)C1=C(C)OC(N)=C(C#N)C12C(=O)N(CN1CCOCC1)c1ccccc12 (stereo not given)
  -1.8% | nt
> COc1cc(C(=O)NCCc2cn3ccccc3n2)cc(OC)c1OC
  4.6% | 10
> Cn1ncc([N+](=O)[O-])c1C(=O)Nc1ccn(Cc2ccccc2F)n1
  1.1% | 5
> O=C(CCN1CCN(C(c2ccccc2)c2ccccc2)CC1)N/N=C/c1ccc(O)cc1
  -7.5% | -3
> Nc1ccc(Oc2ccc3c(c2)OCO3)cc1
  1.6% | -1
> COC(=O)c1cc(C(=O)OC)cc(N2C(=O)CC(NNC(=O)c3ccc(C)cc3)C2=O)c1 (stereo not given)
  1.3% | -4
> CCN(CC)Cc1c[nH]c2ccccc12
  6.4% | 8
> Cc1ccccc1-n1c(SCc2c(C)noc2C)nnc1-c1cccnc1
  -5.1% | -1
> Cc1c(C(=O)OCC(=O)NCC2CCCO2)cccc1[N+](=O)[O-] (stereo not given)
  -2.0% | 2
> CCOC(=O)COc1c(Br)cc(/C=C2\SC(=O)N(CC(=O)N3CCCC3)C2=O)cc1OC
  nt | 1
> Cc1ccc(-n2[nH]c(C)c(/C=N/c3cccc(C)n3)c2=O)cc1
  2.4% | -9
> O=C(Nc1nc(-c2ccccc2)cs1)C1CCCCN1S(=O)(=O)c1ccccc1 (stereo not given)
  -6.1% | 0
> CC(=O)C1C(c2ccc(Cl)cc2)c2c(n[nH]c2C)CC1(C)O (stereo not given)
  -5.6% | 13
> Nc1ncnc2c1ncn2[C@@H]1O[C@H](CO)[C@@H](O)[C@H]1O
  -4.6% | nt
> O=C(Nc1nnc(-c2cccs2)o1)c1ccc(S(=O)(=O)N2CCOCC2)cc1
  -0.6% | -9
> CC(/C=C/c1ccccc1)=N\Nc1nc2c(c(=O)[nH]c(=O)n2C)n1CCO
  -4.4% | -4
> Cc1ccc2c(c1)N(CC(=O)O)C(=O)CO2
  0.8% | 1
> Oc1cc2c(cc1C(c1ccc(Cl)c(Cl)c1)N1CCCC1)OCO2 (stereo not given)
  2.0% | -7
> CCN1C(=O)c2cccc3c(S(=O)(=O)Nc4ccccn4)ccc1c23
  3.1% | 9
> CCCCNC(=O)C1CCCN(S(=O)(=O)c2c(C)noc2/C=C/c2cccs2)C1 (stereo not given)
  -0.7% | -16
> O=C1CCCc2c1nc(-c1cccc(Cl)c1)n2O
  -4.4% | 12
> Cc1occc1C(=O)NC1CCCc2ccccc21 (stereo not given)
  -1.4% | 9
> CCCC(=O)N(CCc1ccc(OC)cc1)Cc1nc2ccccc2c(=O)[nH]1
  6.5% | -1
> COc1ccc(-c2c(C#N)c(SCC(=O)Nc3ccccc3)nc3c2CCCC3)cc1
  -3.2% | nt
> COc1ccc(-c2[nH]ncc2CN2CCCN(C(=O)c3ccco3)CC2)cc1F
  5.0% | nt
> CC(C)(C)c1ccc(-c2cc(C(=O)NNC(=O)Nc3ccccc3)c3ccccc3n2)cc1
  1.9% | 8
> CC(=O)NC(Nc1c(C)n(C)n(-c2ccccc2)c1=O)C(Cl)(Cl)Cl (stereo not given)
  -0.3% | nt

# New compounds follow:
canonical_smiles | GlmU inhibition | Mtb RmlCD inh
COC(=O)Cc1sc(-c2ccccn2)nc1-c1ccccc1 | 2.1% | 0
O=C(Nc1ccccc1)C1=C[C@H](c2ccc3c(c2)OCO3)C[C@H](OCCCCO)O1 | 1.1% | nt
COc1ccc2c(CC(=O)Nc3c(C)n(C)n(-c4ccccc4)c3=O)coc2c1 | -4.1% | 14
COC(=O)CNC(=O)c1nn(-c2cccc(OC)c2)c(=O)c2ccccc12 | -2.9% | -5
CCNCc1ccc(OCc2ccccc2F)c(OC)c1 | 1.6% | 9
CC1(C)CC(=O)c2cc(OCC(=O)NCc3cccnc3)ccc2O1 | -1.6% | -4
O=c1ccccn1Cc1ccccc1F | -0.5% | -1
C#CC1CCCCC1NC(=O)Nc1cnccc1C(F)(F)F (stereo not given) | nt | -6
COc1ccc(-c2noc(CNC(=O)Nc3ccc(F)cc3)n2)cc1 | -3.6% | -5
Cc1cccc(NC(=O)CSc2nnnn2-c2cccnc2)c1 | 1.2% | nt
CN(C)S(=O)(=O)N1CCN(Cc2ccccc2)CC1 | 0.4% | 7
CC(=O)N(Cc1ccccn1)Cc1ccco1 | 0.3% | nt
Cc1cc(C)nc(OC(=O)c2ccc(Cl)cc2Cl)n1 | -3.2% | -13
COc1cc(OC)cc(C(=O)NCC(=O)OCc2nc3ccccc3s2)c1 | -0.5% | 3
COc1ccc(Oc2c(Cl)cnn(-c3ccc(F)cc3)c2=O)cc1 | 0.5% | -9
Cc1noc(C)c1COC(=O)[C@@H](NC(=O)c1ccccc1Cl)C(C)C | -0.6% | -8
CCCn1c(SCC(=O)O)nc2ccccc21 | 2.9% | 0
CC(Sc1nnc(-c2cccnc2)n1-c1ccccc1F)C(=O)N1CCCc2ccccc21 (stereo not given) | -1.0% | nt
Cc1coc2c(O)cc3c(c12)OC1(N2CCCCC2)C(=O)NCCCC31 (stereo not given) | 6.4% | -4
O=C(Nc1cccc(F)c1)Nc1ccccn1 | -2.3% | nt

# A stretch from further up, for reference:
canonical_smiles | GlmU inhibition | Mtb RmlCD inh
COc1ccc(C(=O)C2CCN(C(=O)c3ccco3)CC2)cc1 | -1.3% | 14
CC(=O)c1ccc(NC(=O)C2(c3ccccc3)CCOCC2)cc1 | -0.8% | nt
N#CC1=C2SCN(Cc3ccccc3)CN2C(=O)CC1c1cccs1 (stereo not given) | 1.2% | -7
CS(=O)(=O)N1CCC(C(=O)NCC2CCCO2)CC1 (stereo not given) | 7.1% | 23
CCCCCc1nnc(NC(=O)Cc2ccc([N+](=O)[O-])cc2)s1 | -2.7% | nt
Cc1cc(NC(=O)CSc2nnc(C3CC3)n2C)no1 | 2.9% | 6

# (further entries)
canonical_smiles | GlmU inhibition | Mtb RmlCD inh
Cc1nn(C)c(C)c1Sc1ccc(Br)cc1 | 1.0% | -6
CC(=O)c1c(C)nc2ccc(Br)cc2c1-c1ccccc1 | -5.2% | -7
CCOC(=O)N1CCN(Cc2ccccn2)CC1 | 0.0% | 7
CC(C)OC(=O)c1c(NC(=O)c2ccco2)sc2c1CCCC2 | 2.5% | nt
CCc1cccc(NC(=O)CCNS(=O)(=O)c2cccc3nonc23)c1 | -3.1% | -2
COc1cc(Cl)cc(C2NC(=S)NC(c3ccccc3)=C2C(C)=O)c1OCC(=O)O (stereo not given) | 2.0% | -12
COCCOCCOCCC(=O)NC1CC2CCC1(C)C2(C)C (stereo not given) | -3.4% | nt
c1ccc(N2CCN(c3nc4ccccc4[nH]3)CC2)nc1 | 3.1% | -11
NS(=O)(=O)c1ccc(NC(=S)NCc2ccc3c(c2)OCO3)cc1 | 0.1% | -7

# Random excerpt: 3 records from the list, in no set order.
canonical_smiles | GlmU inhibition | Mtb RmlCD inh
c1ccc(N2CCN(c3nc4ccccc4[nH]3)CC2)nc1 | 3.1% | -11
NS(=O)(=O)c1ccc(NC(=S)NCc2ccc3c(c2)OCO3)cc1 | 0.1% | -7
CCc1cccc(NC(=O)CCNS(=O)(=O)c2cccc3nonc23)c1 | -3.1% | -2
